# PI4K2A block – inhibitors of human PI4K2A | activity change, negative = inhibition, % at 76.9 µM | 420,000 compounds, 0.13% hits | Q9BTU6 | purified PI4K2A, ADP-Glo luminescence, 1 h; hits give low values; in the data active = activity change below about -50%; inconclusive = mostly about -30% to -49%;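 note: -100% = wells without enzyme as full effect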
#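 ADP-Glo luminescence measured ADP generated by PI4K2A enzyme (4 ug/mL before mixing) with 1.2 mM PI substrate (pre-mix) and 300 microM ATP (pre-mix). Tris pH7.5 buffer with MgCl2, Triton X-100; 1 h reaction at ambient temperature.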
# G9a inh – inhibitors of human histone lysine methyltransferase G9a; Q96KQ7; Potency, µM (highest dose often 102 µM), without a hit: at the highest dose activity, negative = inhibition, usual class: inhibitors; G9a H3K9 monomethylation, AlphaScreen, 2 h; 350,000 compounds, 8.8% hits; note: potency is the fitted concentration of half-maximal effect; % is set by controls: 0 for no effect and ±100 for the full control effect; nearly all actives have a fitted effect of over 75% in size
#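 AlphaScreen read-out: biotin-H3K9 peptide (500 nM) methylation by 20 nM enzyme with 20 uM SAM, 2 h at room temperature after 15 min compound preincubation; anti-monomethyl H3K9 antibody plus donor/acceptor beads, 10 min dark.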
# Tb PGK inh – T. brucei PGK inhibition. P07378. PGK/GAPDH coupled, Kinase-Glo luminescence, 60 min. Potency, µM (series often up to 57.5 µM), inactives show top-dose activity change, negative = inhibition, actives largely listed as inhibitors. 380,000 compounds, 0.043% hits; note: potency is the fitted concentration of half-maximal effect; % is set by controls: 0 for no effect and ±100 for the full control effect; nearly all actives have a fitted effect of over 60% in size
#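 Luminescent ATP detection (Kinase-Glo Plus) follows a 60-minute room-temperature incubation, with wells lacking PGK as controls. Buffer: 100 mM TEA (pH 7.6), 5 mM MgCl2, 0.01% Tween-20. Coupling enzyme GAPDH (100 nM final) supplies unstable 1,3-BPG in-well.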
# Pin1 inhibitor – human Pin1 inhibition | Q13526 | Pin1 FP peptide displacement, HiFluor488, 10 min | Potency, µM (highest dose often 115 µM), for inactives: at the top dose activity, negative = inhibition, hits mostly inhibitors | 390,000 compounds, 0.009% hits | AID 504891; active = well fitted inhibition curve with a large enough effect in the polarisation, with a control signal flat, not every such curve was filed as active; inconclusive = small, poorly fitted or top-dose-only effect, or effect the other way, or a change in a side signal; inactive = no such curve, though single readings can be large or run the other way; the % refers to the polarisation; note: potency is the fitted concentration of half-maximal effect; % is set by controls: 0 for no effect and ±100 for the full control effect
# HP1b chromo inh – HP1-beta chromodomain-methylated histone interaction inhibition. AID 540317. AlphaScreen HP1-beta / biotin-H3K9me3 peptide binding. P83916. 390,000 compounds, 0.56% hits. Potency, µM (highest dose often 114 µM), for the others: at the highest dose activity change, negative = inhibition, hits mostly inhibitors; note: potency is the fitted concentration of half-maximal effect; nearly all actives have a fitted effect of over 70% in size; inactives centre near 23
#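 AlphaScreen: HP1-beta (50 nM) preformed 30 min with biotin-H3(1-18)K9me3 peptide (50 nM) in PBS pH 7.4, 0.01% Tween-20. Compound added for 30 min at RT, then streptavidin donor/nickel chelate acceptor beads (10 ug/mL) for 30 min.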
# GLS inhibitor – glutaminase GLS (human) inhibition; GLS enzymatic activity, qHTS titration; Potency, µM (top dose mostly 45.5 µM), for inactives: at the highest dose activity change, negative = inhibition, hits mostly inhibitors; O94925; 410,000 compounds, 0.21% hits; note: potency is the fitted concentration of half-maximal effect; % is set by controls: 0 for no effect and ±100 for the full control effect
#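 Glutamate formation by hKGA was monitored fluorometrically using coupled glutamate oxidase, HRP and Amplex Red. Substrate was added as 1 mM L-glutamine solution; incubation was 30 min at RT after an initial read.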
# BAZ2B block – BAZ2B (human) inhibition; AlphaScreen BAZ2B-H3K14Ac peptide displacement; AID 504333; Potency, µM (top dose mostly 114 µM), without a hit: at the top dose activity change, negative = inhibition, hits mostly inhibitors; 360,000 compounds, 4.4% hits; note: potency is the fitted concentration of half-maximal effect; % is set by controls: 0 for no effect and ±100 for the full control effect; nearly all actives have a fitted effect of over 60% in size
#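 In this displacement format the biotinylated H3(5-23) peptide acetylated at Lys14 serves as ligand at 50 nM, with BAZ2B at 50 nM in PBS pH 7.4 containing 0.01% Tween-20. Donor and acceptor beads are 10 ug/mL final.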
# JMJD2A Tudor inh – JMJD2A Tudor domain (human) inhibition. O75164. AlphaScreen JMJD2A-Tudor / H3K4me3 peptide binding. Potency, µM (highest dose often 114 µM), for inactives: at the top dose activity change, negative = inhibition, actives largely listed as inhibitors. 390,000 compounds, 4.4% hits. AID 504339; note: potency is the fitted concentration of half-maximal effect; % is set by controls: 0 for no effect and ±100 for the full control effect; nearly all actives have a fitted effect of over 50% in size
# Target sequence (O75164 whole entry, looked up, the tested form may be a part): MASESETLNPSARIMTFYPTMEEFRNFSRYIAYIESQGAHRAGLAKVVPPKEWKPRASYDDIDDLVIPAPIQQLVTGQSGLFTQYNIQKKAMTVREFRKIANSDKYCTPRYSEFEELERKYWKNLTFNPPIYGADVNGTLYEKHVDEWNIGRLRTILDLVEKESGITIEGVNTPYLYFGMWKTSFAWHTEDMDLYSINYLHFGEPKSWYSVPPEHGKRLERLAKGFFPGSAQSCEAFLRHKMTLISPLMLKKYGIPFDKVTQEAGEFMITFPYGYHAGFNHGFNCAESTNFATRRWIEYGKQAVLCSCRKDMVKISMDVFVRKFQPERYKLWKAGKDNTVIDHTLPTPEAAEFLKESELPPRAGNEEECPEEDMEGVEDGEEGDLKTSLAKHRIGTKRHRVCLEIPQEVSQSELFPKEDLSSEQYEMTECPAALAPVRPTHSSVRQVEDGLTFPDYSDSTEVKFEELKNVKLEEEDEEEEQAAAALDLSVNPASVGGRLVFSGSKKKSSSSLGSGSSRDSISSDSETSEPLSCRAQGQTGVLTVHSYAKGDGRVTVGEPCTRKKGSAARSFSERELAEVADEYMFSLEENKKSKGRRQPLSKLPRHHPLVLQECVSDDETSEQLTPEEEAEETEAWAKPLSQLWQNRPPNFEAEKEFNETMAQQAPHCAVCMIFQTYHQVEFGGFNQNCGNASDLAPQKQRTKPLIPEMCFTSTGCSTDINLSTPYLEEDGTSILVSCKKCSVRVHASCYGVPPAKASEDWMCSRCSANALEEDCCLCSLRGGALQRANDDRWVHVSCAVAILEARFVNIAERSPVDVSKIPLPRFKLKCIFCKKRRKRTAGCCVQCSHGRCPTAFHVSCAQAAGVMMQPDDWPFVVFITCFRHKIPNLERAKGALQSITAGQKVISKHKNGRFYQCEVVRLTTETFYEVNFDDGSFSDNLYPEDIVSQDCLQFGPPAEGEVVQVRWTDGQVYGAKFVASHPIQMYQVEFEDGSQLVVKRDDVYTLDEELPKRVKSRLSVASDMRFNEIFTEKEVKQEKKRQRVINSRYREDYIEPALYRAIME
# Pol eta inh – DNA polymerase eta (human) inhibition; Q9Y253; recombinant Pol eta, fluorescent DNA replication assay; Potency, µM (series often up to 114 µM), without a hit: at the highest dose activity change, negative = inhibition, actives largely listed as inhibitors; 390,000 compounds, 1.2% hits; AID 588591; note: potency is the fitted concentration of half-maximal effect; % is set by controls: 0 for no effect and ±100 for the full control effect
#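 Fluorescent replication assay: 50 nM final substrate added after a 15 min room-temperature compound preincubation with 10 nM enzyme. Signal taken at 0 min and again at 10 min.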
# * = called active by the depositor; i = inactive; ? = inconclusive; · = no result given; [ ] = another dose, or the depositor's remark. Unless noted, calls come from the whole dose curve; as a rule, active = well fitted curve in the direction sought with a large enough effect; inconclusive = small, poorly fitted or top-dose-only effect, or another doubt; inactive = no such curve, though single readings can be large; an effect the other way counts as inactive or inconclusive.
SMILES,PI4K2A block,G9a inh,Tb PGK inh,Pin1 inhibitor,HP1b chromo inh,GLS inhibitor,BAZ2B block,JMJD2A Tudor inh,Pol eta inh
Cc1ccc(-c2cc(-c3coc4ccc(Cl)cc4c3=O)c3c(n2)-c2ccccc2OC3)cc1,-4,-6%[59 µM],1%,-1%,24%,9%,-20%,-15%,-9%
COc1ccccc1N1CCN(C(=O)c2ccc3c(=O)n(Cc4ccco4)c(=S)[nH]c3c2)CC1,6,2%[59 µM],-5%,22%,20%,7%,9%,-28%,-5%
COc1ccc2c(c1OC)C(=O)OC2N1C(=O)CC[C@H]1C(=O)NCC1CCCO1 (stereo not given in full),-5,6%[12.7 µM],2%,0%,18%,20%,8%,-23%,-10%
Cn1nccc1C(=O)N1CCN(C23CC4CC(CC(C4)C2)C3)CC1,1,·,-9%,4%,44%[activator],-4%,0%,-14%,-18%
C=CCNc1oc(-c2ccc(OC)cc2)nc1C#N,0,56µM*,-8%,4%,3%,13%,-5%,-15%,-2%
Cc1c(C)c(C)c2[nH]c(=S)[nH]c2c1C,-2,1.1µM*,1%,2%,29%,15%,-10%,-16%,0%
CN(C)S(=O)(=O)c1ccc(C(=O)NCCN2C(=O)S/C(=C\c3cccnc3)C2=O)cc1,-18,-23%[59 µM],i,-3%,48%[activator],7%,-23%,4%,-10%
Cc1ccc(CSC2=Nc3sccc3C3=NC(=O)CN23)cc1,10,-10%[12.7 µM],-9%,47%[activator],20%,·,4%,-27%,?
COCCN1CCN(Cc2nc(C3(c4ccc(C)cc4)CCCC3)no2)CC1,1,·,i,0%,17%,-5%,2%,-21%,-9%
O=C(O)CCCC(=O)Nc1nncs1,-6,-1%,-2%,-3%,28%,-1%,-19%,2%,-5%
CCN(CC)CCCN(C(=O)c1ccc(F)cc1)c1nc(-c2ccc(OC)cc2)cs1,53,?,-6%,2%,9%,1%,?,?,-27%
CCCCC(=O)NC(c1ccc(Cl)cc1Cl)c1ccc2cccnc2c1O (stereo not given),8,·,1%,0%,28%,?,?,?,-6%
O=C(CSc1nnc(-c2ccccc2)n1Cc1ccco1)NCc1ccc2c(c1)OCO2,-11,45µM*,12%,-1%,15%,23%,1%,-30%,1%
O=C(NCc1ccncc1)c1ccc(NS(=O)(=O)c2cccc([N+](=O)[O-])c2)cc1,-1,?,-10%,-2%,20%,1%,10%,-7%,-15%
COc1ccc(C(=O)O)cc1S(=O)(=O)N(CCc1ccccc1)Cc1ccccc1,4,·,-1%,-13%,53%[activator],3%,-1%,-2%[11.4 µM],-12%
CCOC(=O)c1ccc(NC(=O)C(CC)Sc2nc3ncccc3[nH]2)cc1 (stereo not given),-3,?,i,-2%,30%,-21%,-4%,-13%,-13%
CCC(C)NS(=O)(=O)c1ccc(NC(C)=O)cc1 (stereo not given),7,2%[59 µM],·,-1%,8%,-3%,-2%,-10%,2%
CC1CCc2nc(NC(=O)C3CC3)sc2C1 (stereo not given),1,9%[59 µM],-9%,-2%,26%,-7%,6%,-5%,-18%
CCC(=O)c1ccc(OCC(=O)NNC(=O)c2cc(C)oc2C)cc1,5,-47%,i,3%,38%,2%,-4%,-14%,-18%
CCNC(=O)/C(=C\C=C\c1ccccc1)NC(=O)c1ccc(Br)o1,1,6%,-7%,10%,17%,8%,-8%,-16%,-11%
COC(=O)Nc1ccc(S(=O)(=O)NC2CCCCC2)cc1,2,7%,-10%,-3%,48%[activator],-11%,-15%,0%,-16%
CC(C)CC(=O)Nc1ccccc1N1CCN(c2ccccc2)CC1,-8,-46%,i,-8%,17%,14%,-23%,-23%,-9%
Nc1ccccc1C(=O)Nc1cccc2ccccc12,0,·,i,-6%,30%,0%,-4%,-24%,1%
O=[N+]([O-])c1ccc(Cl)cc1C=NNc1ccccn1,8,·,-6%,0%,23%,-1%,·,-13%,-10%
Cc1cccc(NC(=O)C2(C)CC3c4ccccc4C2c2ccccc23)c1 (stereo not given),-7,61%[activator][59 µM],1%,12%,32%,10%,4%,7%,-12%
SMILES,PI4K2A block,G9a inh,Tb PGK inh,Pin1 inhibitor,HP1b chromo inh,GLS inhibitor,BAZ2B block,JMJD2A Tudor inh,Pol eta inh
CC(=O)Nc1ccc(N2CCOCC2)c([N+](=O)[O-])c1,-7,-7%,i,-5%,16%,-1%,-21%,-1%,-5%
CCN1C(=O)c2ccc(C(=O)O)cc2C1=O,6,-3%[59 µM],0%,-10%,23%,12%,8%,-19%,2%
CCOC(=O)c1c(NC(=S)Nc2ccccc2C)sc2c1CCC2,3,39%[59 µM],-9%,13%,16%,0%,-37%,-7%,-11%
CC1(c2nnc(Cc3ccccc3)o2)CC(c2ccccc2F)=NO1 (stereo not given),6,-2%[2.33 µM],i,0%,58%[activator],-8%,6%,6%,-7%
O=C(NCC(c1ccco1)N1CCOCC1)c1cccc(Cl)c1 (stereo not given),-2,3%,i,-2%,31%,5%,15%,-16%,-14%
COc1ccccc1-c1cc(C(=O)NCc2ccccc2)c2c(-c3ccc(C)cc3)[nH]nc2n1,2,0%[59 µM],-5%,24%,17%,2%,-11%,-20%,-15%
CC#CCN(CC#CC)S(=O)(=O)c1ccc(-n2cnnn2)c(OC)c1,0,10%,-7%,-3%,50%,0%,17%,8%,-9%
CC1(C)CC(=O)C(CC(=O)Nc2cc(C(F)(F)F)ccc2Cl)C(=O)C1,-13,-47%,-5%,-1%,22%,-3%,3%,-18%,-16%
Cn1c(N)c(C(=O)COC(=O)C2CC(O)CN2S(=O)(=O)c2ccc(Cl)cc2)c(=O)n(C)c1=O (stereo not given),0,-1%,1%,-18%,-5%,1%,-17%,-13%,6%
N#Cc1sc(C(N)=O)c(-c2ccccc2)c1-c1ccccc1,-3,?,-10%,1%,14%,?,2%,-5%,-4%
CN(C)c1ccc(NC(=O)CN2CCN(CC(=O)Nc3ccc(Br)cc3)CC2)cc1,0,8.9µM*,5%,3%,20%[57 µM],0%,-15%,-23%,-9%
O=C1NC(=O)/C(=C/c2ccccc2OCc2ccccc2)S1,-2,40µM*,-3%,-14%,9%,?,-33%,-23%,-17%
CCc1n[nH]c(=S)n1/N=C/c1cc(Br)c(O)c(OC)c1,-1,7.9µM*,2%,0%,29%,5%,-18%,5.6µM*,-1%
CCCSc1ccc(-c2nn(-c3ccccc3)cc2/C=C(/C#N)C(=O)N2CCOCC2)cc1,13,39%[59 µM],1%,28%,19%,2%,7%,-4%,-13%
CCOC(=O)c1c(NC(=O)c2ccccc2Cl)sc2c1CCCC2,1,77%[activator][59 µM],2%,58%[activator],197%[activator],2%,62%[activator],77%[activator],-11%
Cc1cc(OC(C)C(=O)NCc2ccccn2)c2c(C)c(Cc3ccccc3)c(=O)oc2c1 (stereo not given),-2,22%,-9%,13%,37%,10%,-36%,-31%,?
CCOC(=O)c1c(C)[nH]c(C(=O)CSc2nnc(Nc3ccccc3F)s2)c1C,1,18µM*,3%,1%,18%,9%,-37%,-24%,-15%
O=S(=O)(O)c1ccc(N2N=C(c3ccccc3)CC2c2ccccc2)cc1 (stereo not given),1,43%[activator],-7%,-2%,128%[activator],19%,18%,80%[activator],8%
CCOC(=O)C1CCN(C(=O)CSc2ccc(Cl)cc2)CC1,4,9%[59 µM],0%,-5%,40%,6%,2%,-9%,?
Cc1cc(N)ccc1NC(=O)CN1CCOCC1,10,42%,-4%,-3%,24%,25%,-17%,-19%,-15%
CC1(C)CC(=O)c2cc(N=C/C(C(=O)c3ccccc3)=C(\O)c3ccccc3)c(=O)oc2C1,1,25µM*,i,-10%,36%,6%,-28%,?,-9%
CCOC(=O)Nc1nnc(-c2cccc(OC)c2)s1,-19,23%[59 µM],-8%,5%,-11%,-11%,6%,0%[11.4 µM],-24%
C=CCN1C(=O)C(=O)N(Cc2nc3ccccc3s2)C1=O,-2,10%,6%,1%,26%,-2%,1%,-8%,-20%
O=C(O)Cc1cccc(=O)c(O)c1C(=O)O,-4,·,13µM*,·,40µM*,2.2µM*,·,1.1µM*,4µM*
ON/C=N/C(=S)Nc1ncc(C(F)(F)F)cc1Cl,0,8%,i,2%,18%,8%,-1%,-24%,-14%
SMILES,PI4K2A block,G9a inh,Tb PGK inh,Pin1 inhibitor,HP1b chromo inh,GLS inhibitor,BAZ2B block,JMJD2A Tudor inh,Pol eta inh
Cc1ccc(NC(=O)Nc2ccnc(-c3cccnc3)n2)cc1,0,-20%,1%,2%,28%,5%,-11%,-17%,-12%
COc1ccc(Cn2ccc3nc(C)c(C(=O)N4CCN(c5cc(C)ccc5C)CC4)cc3c2=O)cc1,0,-2%[59 µM],-7%,8%,41%,-6%,?,-29%,-26%
COCCN(CC(=O)Nc1cccc(C)c1C)C(=O)Cc1ccsc1,-2,·,2%,-5%,29%,14%,·,-6%,-8%
COc1ccc(/C=C(\NC(=O)c2ccc(C)cc2)C(=O)NCCCn2ccnc2)cc1OC,-12,6%,i,3%,-11%,2%,50µM*,-29%,-19%
O=c1cc(Cn2ccnc2)c2cc3c(cc2o1)CCC3,2,7%[59 µM],i,2%,24%,-15%,-6%,-4%,-11%
Cc1cccc(N2CCN(C(=O)CCNS(=O)(=O)c3cccs3)CC2C)c1 (stereo not given),-1,?,-5%,37%[activator],27%,-4%,-2%,-3%,-8%
COc1ccc(S(=O)(=O)NCc2ccc(C(=O)N3CCN(c4ccccn4)CC3)cc2)cc1,-1,34%[0.501 µM],-4%,-1%,19%,-4%,-20%[57.1 µM],9%,-9%

# Assay outcomes (PubChem BioAssay)

# These rows are one share of the data; count on the stated rates, not on these rows.
